Assay outcomes: PubChem BioAssay, National Center for Advancing Translational Sciences (NCATS)
LDHA block: qHTS assay for inhibitors of human lactate dehydrogenase | purified LDHA, NADH/diaphorase-resazurin fluorescence; hits give low values | activity change, % (values are at about 110 or 230 µM) | 0.15% of 480,000 active | AID 1347041, 2019; in the data active = activity change below about -30%; inconclusive = mostly about -25% to -30%;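 note: plate controls were DMSO wells for no effect and wells without enzyme for full effect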
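Resorufin fluorescence (ex540/em590), read at 0 and 20 min after diaphorase/resazurin addition, reports the NADH left after a 5 min room-temperature reaction of 2 nM human LDH5 with 0.06 mM NADH and 0.2 mM pyruvate.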
Glioma ERSR ind: qHTS for Inducers of the Endoplasmic Reticulum Stress Response (ERSR) in Human Glioma: qHTS. 0.02% of 420,000 active. Potency, µM, inactives show at the top dose activation, usual class: activators. U87-MG GRP78 promoter luciferase reporter, 16 h; note: potency is the fitted concentration of half-maximal effect; series mostly up to about 76 µM; % of control where 0% means no effect; nearly all actives have a fitted effect of over 35% in size
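Stably transfected U87-MG human glioma cells carrying a GRP78-based luminescent sensor were seeded at 1000 cells/well, pin-dosed with compounds and incubated 16 h. Luciferase reagent was then added, and end-point luminescence was read after 10 min at room temperature.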
Vif-A3F inh: qHTS for Inhibitors of Vif-A3F Interactions: qHTS | HeLa A3F-eYFP + Vif (tagged APOBEC3F with the HIV-1 protein that degrades it), YFP fluorescence increase | Potency, µM (titrated, usually from 46.1 µM), for inactives: at the highest dose activity, negative = active | 0.2% of 390,000 active | AID 602313, 2012; note: potency is the fitted concentration of half-maximal effect; % of control where 0% means no effect; nearly all actives have a fitted effect of over 65% in size
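HeLa cells stably expressing Vif plus C-terminally eYFP-tagged A3F were seeded, incubated overnight at 37 deg C, dosed with compound, incubated overnight again at 37 deg C. Yellow fluorescence (Ex 488/Em 500-530) reported blocked Vif-mediated A3F-eYFP degradation.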
D1 ag: Allosteric Agonists of the Human D1 Dopamine Receptor: qHTS; D(1A) dopamine receptor (Homo sapiens), P21728; 1% of 360,000 active; activation, % at 2 µM; HEK293 T-REx D1 cells, calcium flux, agonist mode; in the data active = activation above about 30%; note: 0% is about no effect
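Inducible HEK293 T-REx D1 cells, force-coupled to calcium signalling, were plated at 4000 cells/well with tetracycline and held overnight at 30 C. After no-wash calcium dye loading, compound-evoked calcium rise over 180 s flagged agonists.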
D1 potentiator: Potentiators of Human D1 Dopamine Receptor: qHTS | 0.036% of 360,000 active | HEK293 TREx D1 cells, calcium flux, dopamine EC20 potentiation | potentiation, % at 10 µM | D(1A) dopamine receptor (Homo sapiens), P21728; in the data active = potentiation above about 30%; note: 0% is about no effect
D2 potentiator: HTS Assay for Positive Allosteric Modulators of the Human D2 Dopamine Receptor: Primary Screen for Potentiators; potentiation, % at 10 µM; 0.34% of 340,000 active; D(2) dopamine receptor (Homo sapiens), P14416; HEK293 T-REx D2, calcium flux, EC20 dopamine potentiation;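 active = potentiation over 3 SD above the plate norm, cut at about 30% in these data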; note: 0% is about no effect
Target sequence (P14416 whole entry, looked up): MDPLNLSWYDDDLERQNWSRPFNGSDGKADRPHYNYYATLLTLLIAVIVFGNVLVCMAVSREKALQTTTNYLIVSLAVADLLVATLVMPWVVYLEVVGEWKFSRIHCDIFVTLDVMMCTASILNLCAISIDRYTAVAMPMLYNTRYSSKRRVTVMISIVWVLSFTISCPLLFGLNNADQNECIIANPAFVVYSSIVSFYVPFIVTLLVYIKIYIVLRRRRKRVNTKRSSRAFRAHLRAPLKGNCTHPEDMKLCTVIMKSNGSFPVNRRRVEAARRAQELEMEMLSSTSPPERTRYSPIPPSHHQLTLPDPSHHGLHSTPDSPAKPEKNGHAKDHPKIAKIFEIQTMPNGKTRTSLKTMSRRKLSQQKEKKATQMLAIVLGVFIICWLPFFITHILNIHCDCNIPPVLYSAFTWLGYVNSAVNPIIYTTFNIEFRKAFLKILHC
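Calcium flux readout, no-wash dye, 1 read/s. Inducible HEK293 Trex D2 line, overnight 30 C. Compound alone 180 s (agonist flags), then EC20 dopamine, another 180 s to score potentiation.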
RXFP1 ag: qHTS Assay for Agonists of the Relaxin Receptor RXFP1; Relaxin receptor 1 (Homo sapiens), Q9HBX9; HEK293T-RXFP1 cAMP TR-FRET, 30 min; response scale: percent of porcine relaxin response, buffer zero; AID 2676, 2010; Potency, µM (highest dose often 57.5 µM), without a hit: at the top dose activation, hits mostly activators; 0.3% of 370,000 active; note: potency is the fitted concentration of half-maximal effect; % is set by controls: 0 for no effect and ±100 for the full control effect; nearly all actives have a fitted effect of over 60% in size; many of its hits are not listed in these tables
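HEK293T cells stably expressing RXFP1 were pretreated with the PDE4 inhibitor Ro 20174, exposed to compounds for 30 min at 37C, lysed, and cAMP was read by TR-FRET. Data normalized to buffer (basal) and 29 nM porcine relaxin (100%).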
Vif-APOBEC3G blk: qHTS for Inhibitors of Vif-A3G Interactions: qHTS. HeLa A3G-eYFP + Vif (tagged APOBEC3G with the HIV-1 protein that degrades it), YFP fluorescence, overnight. 0.076% of 410,000 active. Potency, µM (top dose mostly 46.1 µM), inactives show top-dose activity, negative = active, hits mostly inhibitors;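 note: potency is the fitted concentration of half-maximal effect; % is set by controls: 0 for no effect and ±100 for the full control effect; nearly all actives have a fitted effect of over 60% in size; hits raise eYFP signal because A3G escapes Vif-driven loss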
Target sequence (Q9HC16 whole entry, looked up): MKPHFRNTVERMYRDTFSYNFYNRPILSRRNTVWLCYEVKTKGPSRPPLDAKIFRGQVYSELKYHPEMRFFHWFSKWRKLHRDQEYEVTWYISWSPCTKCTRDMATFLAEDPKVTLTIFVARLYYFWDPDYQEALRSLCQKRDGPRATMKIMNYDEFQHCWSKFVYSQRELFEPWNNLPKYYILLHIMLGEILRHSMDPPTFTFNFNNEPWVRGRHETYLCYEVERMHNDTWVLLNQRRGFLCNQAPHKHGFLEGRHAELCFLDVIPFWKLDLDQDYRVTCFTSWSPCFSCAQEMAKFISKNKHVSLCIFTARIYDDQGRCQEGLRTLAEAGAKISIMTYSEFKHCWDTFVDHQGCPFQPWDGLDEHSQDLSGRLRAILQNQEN
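HeLa cells stably expressing Vif and C-terminally eYFP-tagged A3G, seeded overnight at 37 deg C, then exposed to compound by pintool overnight at 37 deg C. Rise in yellow fluorescence (Ex 488/Em 500-530, Acumen) marks blocked Vif-driven A3G degradation.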
D1 antag: Antagonist of Human D 1 Dopamine Receptor: qHTS; activity change, negative = inhibition, % at 10 µM; 3.2% of 360,000 active; AID 504652, 2011; HEK293 TREx D1 cells, calcium flux, dopamine EC80; hits give low values; in the data active = activity change below about -30%; note: % is set by controls: 0 for no effect and ±100 for the full control effect
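Kinetic fluorescence of a calcium dye serves as the read-out. D1-expressing Hek293 Trex cells, induced overnight at 30 C, are exposed to compound for 180 s before an EC80 dopamine addition, then read 180 s further.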
* = called active by the depositor. Unless noted, calls come from the whole dose curve; as a rule, active = well fitted curve in the direction sought with a large enough effect; inconclusive = small, poorly fitted or top-dose-only effect, or another doubt; inactive = no such curve, though single readings can be large; an effect the other way counts as inactive or inconclusive.

What do the screens show for `C[C@H]1CN([C@@H](C)CO)C(=O)CCCn2nncc2CO[C@@H]1CN(C)C(=O)NC1CCCCC1`?
LDHA block: -7; Glioma ERSR ind: 0%; Vif-A3F inh: 0%; Vif-APOBEC3G blk: -5%

How did CCNc1ccc(P(=O)(c2ccccc2)c2ccccc2)cc1 do in these assays?
LDHA block: 0; Glioma ERSR ind: -2%; Vif-A3F inh: 5%; D1 ag: 5; D1 potentiator: -11; D2 potentiator: 1; RXFP1 ag: -1.7%; Vif-APOBEC3G blk: 0%; D1 antag: 0

Results for Cc1ccc(O)c(Nc2ncnc3ccc([N+](=O)[O-])cc23)c1 ?
LDHA block: 1; Glioma ERSR ind: -4%; Vif-A3F inh: -5%; D1 ag: 3; D1 potentiator: 2; D2 potentiator: 11; RXFP1 ag: 4.6%; Vif-APOBEC3G blk: 1%; D1 antag: 19

What do the screens show for `COc1ccc2c(CNCCc3cccs3)c(C(=O)O)n(Cc3ccccc3)c2c1`?
LDHA block: 4; Glioma ERSR ind: -3%; Vif-A3F inh: 0%; D1 ag: 2; D1 potentiator: -5; D2 potentiator: 0; RXFP1 ag: -0.8%; Vif-APOBEC3G blk: -4%; D1 antag: -6

Results for Fc1cccc(NC(=S)Nc2cccc3ccccc23)c1 ?
LDHA block: 1; Glioma ERSR ind: 4%; Vif-A3F inh: -13%; D1 ag: 2; D1 potentiator: -4; D2 potentiator: 6; RXFP1 ag: 3.1%; Vif-APOBEC3G blk: -5%; D1 antag: 1

Results for COC(=O)c1[nH]c2c(c1C)C(=O)CC(c1cccs1)C2 (stereo not given) ?
LDHA block: -7; Glioma ERSR ind: -1%; Vif-A3F inh: 3%; D1 ag: 4; D1 potentiator: -5; D2 potentiator: 19; RXFP1 ag: 1.1%; Vif-APOBEC3G blk: inconclusive; D1 antag: -27

Results for CCOc1ccc(C(CC(=O)O)NC(=O)CCCOc2ccc(Cl)cc2C)cc1 (stereo not given) ?
LDHA block: -11; Glioma ERSR ind: -4%; Vif-A3F inh: 1%; D1 ag: 1; D1 potentiator: 9; D2 potentiator: 4; RXFP1 ag: -0.6%; Vif-APOBEC3G blk: -3%; D1 antag: 3

How did Cc1cc(C(=O)CSc2nnc(-c3ccccc3)n2-c2ccccc2)c(C)n1-c1ncn[nH]1 do in these assays?
LDHA block: -4; Glioma ERSR ind: inconclusive; Vif-A3F inh: -6%; D1 ag: 0; D1 potentiator: 6; D2 potentiator: 3; RXFP1 ag: -0.3%; Vif-APOBEC3G blk: 1%; D1 antag: 6

Results for COc1ccc(NC(=O)CS(=O)c2ccccc2Cl)cc1 (stereo not given) ?
LDHA block: -2; Glioma ERSR ind: 8%; Vif-A3F inh: 1%; D1 ag: 1; D1 potentiator: -2; D2 potentiator: -5; RXFP1 ag: 2.4%; Vif-APOBEC3G blk: 4%; D1 antag: 5

What do the screens show for `COc1cccc(NC(=O)c2ccc(CN3CCOCC3)cc2)c1`?
LDHA block: -3; Glioma ERSR ind: -5%; Vif-A3F inh: -1%; D1 ag: 0; D1 potentiator: -1; D2 potentiator: -1; RXFP1 ag: 0.0%; Vif-APOBEC3G blk: -8%; D1 antag: -27

How did Oc1[nH]c2ccc(Br)cc2c1N=NC(=S)NCC1CCCO1 (stereo not given) do in these assays?
LDHA block: 1; Glioma ERSR ind: -3%; Vif-A3F inh: inconclusive; D1 ag: 4; D1 potentiator: -4; D2 potentiator: -3; RXFP1 ag: -5.1%; Vif-APOBEC3G blk: 1%; D1 antag: -23

How did CCc1ccccc1NC(=O)CNC(=O)c1ccc(-n2cncn2)c([N+](=O)[O-])c1 do in these assays?
LDHA block: -1; Glioma ERSR ind: -4%; Vif-A3F inh: -9%; D1 ag: 2; D1 potentiator: 2; D2 potentiator: 10; RXFP1 ag: -1.2%; Vif-APOBEC3G blk: 1%; D1 antag: -2

What do the screens show for `CC1(C)SC2c3ccccc3C(=O)N2C1C(=O)O` (stereo not given)?
LDHA block: -4; Glioma ERSR ind: -4%; Vif-A3F inh: 2%; Vif-APOBEC3G blk: -1%

Results for CCOc1ccc(C2CC(c3ccc(F)cc3)Nc3nc(N)nn32)cc1 (stereo not given) ?
LDHA block: 3; Glioma ERSR ind: 2%; Vif-A3F inh: 0%; D1 ag: 3; D1 potentiator: -3; D2 potentiator: 0; RXFP1 ag: 0.3%; Vif-APOBEC3G blk: 0%; D1 antag: 1

How did Cc1ccc(S(=O)(=O)c2cnc3cc(C)nn3c2N)cc1 do in these assays?
LDHA block: 5; Glioma ERSR ind: -4%; Vif-A3F inh: -29%; D1 ag: 0; D1 potentiator: 0; D2 potentiator: 6; RXFP1 ag: 3.9%; Vif-APOBEC3G blk: 0%; D1 antag: 17

2 neighbouring entries already listed:
Results for CCOc1ccc(C2CC(c3ccc(F)cc3)Nc3nc(N)nn32)cc1 (stereo not given) ?
LDHA block: 3; Glioma ERSR ind: 2%; Vif-A3F inh: 0%; D1 ag: 3; D1 potentiator: -3; D2 potentiator: 0; RXFP1 ag: 0.3%; Vif-APOBEC3G blk: 0%; D1 antag: 1

How did Cc1ccc(S(=O)(=O)c2cnc3cc(C)nn3c2N)cc1 do in these assays?
LDHA block: 5; Glioma ERSR ind: -4%; Vif-A3F inh: -29%; D1 ag: 0; D1 potentiator: 0; D2 potentiator: 6; RXFP1 ag: 3.9%; Vif-APOBEC3G blk: 0%; D1 antag: 17

Remaining list, next part.
What do the screens show for `Cc1ccccc1C(=O)O/N=C(\N)c1ccccc1`?
LDHA block: -2; Glioma ERSR ind: -16%; Vif-A3F inh: -11%; D1 ag: 0; D1 potentiator: 0; D2 potentiator: 2; RXFP1 ag: -3.7%; Vif-APOBEC3G blk: -1%; D1 antag: -15

What do the screens show for `CCCc1nc2sc3c(=O)n(N)cnc3c2c2c1COC(C)(C)C2`?
D1 ag: 2; D1 potentiator: 2; D2 potentiator: 1; RXFP1 ag: 12%; D1 antag: 11

Results for O=S(=O)(CCNCc1ccco1)NC1CCCCC1 ?
LDHA block: -2; Glioma ERSR ind: 2%; Vif-A3F inh: 6%; Vif-APOBEC3G blk: 5%

How did COc1cc(CNC(C)(C)CO)cc(Br)c1OCc1ccc(Cl)cc1Cl do in these assays?
LDHA block: -6; Glioma ERSR ind: -13%; Vif-A3F inh: -10%; D1 ag: 28; D1 potentiator: -5; D2 potentiator: -3; RXFP1 ag: 0.6%; Vif-APOBEC3G blk: -6%; D1 antag: 16

Results for N#CC(Cc1ccccc1OC(F)F)c1nc2ccccc2[nH]1 (stereo not given) ?
LDHA block: 1; Glioma ERSR ind: 4%; Vif-A3F inh: 2%; D1 ag: 2; D1 potentiator: -10; D2 potentiator: -9; RXFP1 ag: -0.7%; Vif-APOBEC3G blk: -1%; D1 antag: -17

How did Cc1ccc(CN2C(=O)c3ccccc3NC23CCN(Cc2ccccc2)CC3)cc1 do in these assays?
LDHA block: -7; Glioma ERSR ind: 0%; Vif-A3F inh: 8%; D1 ag: 2; D1 potentiator: -3; D2 potentiator: -23; RXFP1 ag: 0.4%; Vif-APOBEC3G blk: -2%; D1 antag: 16

What do the screens show for `COc1cccc(OC)c1OCCN1CCN(C(c2ccccc2)c2ccccc2)CC1`?
LDHA block: 3; Glioma ERSR ind: -2%; Vif-A3F inh: -16%; D1 ag: 5; D1 potentiator: -12; D2 potentiator: -20; RXFP1 ag: 0.1%; Vif-APOBEC3G blk: 6%; D1 antag: -28

How did CC(OC(=O)c1ccccn1)C(=O)Nc1ccc2c(c1)OCCO2 (stereo not given) do in these assays?
LDHA block: 3; Glioma ERSR ind: 2%; Vif-A3F inh: -12%; D1 ag: 1; D1 potentiator: -1; D2 potentiator: 18; RXFP1 ag: 2.7%; Vif-APOBEC3G blk: 0%; D1 antag: -1

What do the screens show for `COc1ccc(Cn2nnnc2CN(Cc2cc3cc(C)ccc3[nH]c2=O)C2CCCC2)cc1`?
LDHA block: -1; Glioma ERSR ind: 1%; Vif-A3F inh: -9%; D1 ag: -2; D1 potentiator: -2; RXFP1 ag: 1.4%; Vif-APOBEC3G blk: -1%; D1 antag: 2

Results for O=c1[nH][nH]c(-c2ccccc2)c1C=Nc1ccccc1 ?
LDHA block: -3; Glioma ERSR ind: -2%; Vif-A3F inh: 4%; D1 ag: -1; D1 potentiator: 5; D2 potentiator: 11; RXFP1 ag: -2.8%; Vif-APOBEC3G blk: -2%; D1 antag: -20

What do the screens show for `Nc1c(C(=O)CSc2nnnn2-c2ccc(O)cc2)c(=O)[nH]c(=O)n1C1CC1`?
LDHA block: -3; Glioma ERSR ind: -4%; Vif-A3F inh: 3%; D1 ag: 5; D1 potentiator: 1; D2 potentiator: 13; RXFP1 ag: 0.6%; Vif-APOBEC3G blk: 0%; D1 antag: 20

Results for Cc1ccc2[nH]c(C)c(CCNC(=O)c3c(N)no[n+]3[O-])c2c1 ?
LDHA block: 8; Glioma ERSR ind: -4%; Vif-A3F inh: inconclusive; D1 ag: 2; D1 potentiator: 0; D2 potentiator: -1; RXFP1 ag: 0.8%; Vif-APOBEC3G blk: -6%; D1 antag: 14

How did Cc1ccc(NS(=O)(=O)c2cc(C(=O)Nc3cccnc3)ccc2C)cc1 do in these assays?
LDHA block: 1; Glioma ERSR ind: -5%; Vif-A3F inh: -16%; D1 ag: 2; D1 potentiator: 0; D2 potentiator: -10; RXFP1 ag: -0.7%; Vif-APOBEC3G blk: -1%; D1 antag: 0

Results for COc1ccc(CN2CCCC2C(=O)Nc2ccc(OC)c(OC)c2)cc1OC (stereo not given) ?
LDHA block: 2; Glioma ERSR ind: 0%; Vif-A3F inh: -1%; D1 ag: 5; D1 potentiator: 3; D2 potentiator: 1; RXFP1 ag: 0.3%; Vif-APOBEC3G blk: -1%; D1 antag: 4

This is a subset (hit frequency here may not be typical).
